Screens (PubChem BioAssay)
NF-kB neuron act: compounds increasing NF-kB expression in human neuronal cells; NF-kB reporter expression; hits give high values; AID 1239; 1.6% of 190,000 active; fold change at 12.5 µM; in the data active = fold change above about 3.3
Hsp70 act: transcriptional activators of Hsp70; HeLa Hsp70 promoter luciferase reporter, luminescence; scaled: vehicle 0, proteasome-inhibitor control 100%; activation, % at 10 µM; 0.04% of 200,000 active; AID 1203;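 active = activation above the mean across all tested compounds plus 3 SD, cutoff set per campaign, cut at about 5.5% in these data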;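 note: 100% = MG132 at 30 µM as the positive control and 0% = DMSO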
APP 5'UTR act: APP 5'UTR luciferase reporter activation. AID 1276. 1% of 190,000 active. SH-SY5Y APP 5'UTR luciferase reporter, luminescence; zero percent = DMSO vehicle wells. activation, % at 2 µM;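 active = activation above a set limit, based on mean plus 3 SD of controls, cut at about 140% in these data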; note: values of inactives mirror those of a sister screen read the other way
G6PDH counter: inhibits Leuconostoc G6PDH, flagging false hits in G6PDH-based assays. Purified L. mesenteroides G6PDH, diaphorase/resazurin coupled fluorescence, 45 min. inhibition, % at 5 µM. 0.12% of 200,000 active; in the data active = inhibition above about 50%
DTT redox prof: compounds producing H2O2 with reducing agent – biochemical, NIH compound library profiling, artefact control for MLSCN library redox annotation, primary screen; 0.03% of 200,000 active; AID 878; DTT-dependent redox cycling H2O2, phenol red/HRP absorbance; 100% = 100 µM peroxide control, 0% = buffer; activation, % at 10 µM;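 active = activation of at least 50% relative to the plate's high and low controls in the primary single-dose screen; inactive = activation below 50%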;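 note: compound incubated with DTT at 0.8 mM final as the reducing agent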
APP 5UTR inh: APP translation inhibition | SH-SY5Y APP 5'UTR-luciferase reporter, luminescence | inhibition, % at 2 µM | 0.82% of 190,000 active;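 active = inhibition above a set limit, derived from the sample mean plus 3 SD, cut at about 45% in these data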; note: values of inactives mirror those of a sister screen read the other way
FLuc act counter: firefly luciferase counter-screen for stimulation assays. P08659. ATPlite luciferase biochemical, luminescence, 10 min; 0 = ATP-free wells, 1 = DMSO control. activation factor at 10 µM. 200,000 tested, under 10 active. AID 1027;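 active = luciferase activation factor, scaled between plate controls, of at least 2 with compound at 10 µM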
Target sequence (P08659 whole entry, looked up): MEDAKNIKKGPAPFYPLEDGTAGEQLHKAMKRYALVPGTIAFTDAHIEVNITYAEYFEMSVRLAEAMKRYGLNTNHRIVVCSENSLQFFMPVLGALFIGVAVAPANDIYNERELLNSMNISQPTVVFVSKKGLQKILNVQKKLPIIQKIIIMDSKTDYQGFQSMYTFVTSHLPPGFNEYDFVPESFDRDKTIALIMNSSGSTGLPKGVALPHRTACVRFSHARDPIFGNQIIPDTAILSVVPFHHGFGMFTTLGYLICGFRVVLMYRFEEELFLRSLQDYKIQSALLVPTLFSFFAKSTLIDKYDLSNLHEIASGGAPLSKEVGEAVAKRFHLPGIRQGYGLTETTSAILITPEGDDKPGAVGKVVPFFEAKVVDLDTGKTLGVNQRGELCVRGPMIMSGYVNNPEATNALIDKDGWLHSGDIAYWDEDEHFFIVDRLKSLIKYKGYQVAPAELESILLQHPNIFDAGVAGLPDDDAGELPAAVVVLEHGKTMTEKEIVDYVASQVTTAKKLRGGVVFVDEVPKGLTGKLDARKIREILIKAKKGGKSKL
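Material: Luciferase/luciferin reagent mix | Doses: Test compounds dosed from 2 mM stocks in 100% DMSO | Timing: 10 min incubation after luciferase reagent addition, room temperature | Measured by: Luminescence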
STAT1 act: STAT1 signaling activation | 2.6% of 200,000 active | activation (% of control), % at 5.5 µM | AID 932 | NIH 3T3 STAT1-luciferase reporter, IFN-gamma, luminescence; 100% = IFN-gamma alone, no compound;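 active = activation above the screen-wide mean activation plus 3 SD, cut at about 130% in these data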;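 note: raw ratio to IFN-gamma control signal so 100% means no change and 0% no light; values of inactives mirror those of a sister screen read the other way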
Efa HMGR inh: E. faecalis class II HMG-CoA reductase inhibition | purified E. faecalis HMGR, NADPH absorbance 340 nm kinetic | inhibition, % at 10 µM | 0.41% of 190,000 active | AID 1066;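 active = inhibition above a set limit, the median over all tested compounds plus 3 SD, cut at about 9.5% in these data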;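 note: enzyme runs in reverse so mevalonate oxidation gives rising NADPH absorbance; 0% = complete reaction with DMSO and 100% = background rate lacking mevalonate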
FLuc inhib CS: inhibits firefly luciferase, flagging false hits in luciferase inhibition screens; AID 1006; P08659; ATPLite firefly luciferase biochemical luminescence, 10 min; 1.5% of 200,000 active; inhibition, % at 10 µM;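 active = inhibition above about 50% when tested at 10 µM, limit read from the data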
* hit, by the source's call; / = not tested or not shown.

SMILES	NF-kB neuron act	Hsp70 act	APP 5'UTR act	G6PDH counter	DTT redox prof	APP 5UTR inh	FLuc act counter	STAT1 act	Efa HMGR inh	FLuc inhib CS
CCOC(=O)c1c(C)n(C)c2ccc(OC)c(NS(=O)(=O)c3ccc(Cl)s3)c12	0.93	0.1	0	7	-4.1	0	1	104	-2	-4
Oc1ccccc1-c1cc(-c2ccc3c(c2)OCCO3)n[nH]1	8.9*	-0.3	211*	0	0.1	-211	0.3	111	-4	66*
O=C(COc1ccccc1Cl)OCC(=O)N1CCN(S(=O)(=O)c2ccccc2)CC1	1.1	-0.3	-2	-4	1.6	2	1	94	-1	0
CCCc1ccc(-c2ccc(C(=O)O)cc2)nc1	2.6	-0.2	92	-2	-0.6	-92	0.8	131*	-3	23
CCn1c(SCC(=O)Nc2ccc(Cl)cc2)nnc1C1CC1	1.1	0.0	0	13	0.4	0	1.1	99	-3	-9
CC(C)Cn1c(N)c(C(=O)COC(=O)c2cccc(Cl)c2)c(=O)n(C)c1=O	0.74	0.2	8	-3	0.1	-8	1.1	88	-2	-5
CCN(CC)S(=O)(=O)c1ccc2c(c1)nc(CCC(=O)OCC(=O)Nc1cc(OC)cc(OC)c1)n2C	1.2	-0.4	2	-8	-0.7	-2	1.1	100	-6	-6
Cc1ccc(/C=C2/C(=O)N(c3ccccc3)C(=S)N2C)o1	1.6	-0.1	1	-3	0.4	-1	1	97	0	0
O=C1C2ON(c3ccccc3)C(c3ccncc3)C2C(=O)N1c1ccccc1 (centres undefined)	1.4	1.7	5	6	0.1	-5	1	108	-8	-2
O=C(O)c1cc(Cl)c(Cl)cc1C(=O)Nc1cccc2cccnc12	1.2	-0.1	-12	-6	0.0	12	1.1	108	-4	-6
Nc1c(C(=O)Nc2ccccc2)sc2nc3c(c(-c4ccco4)c12)CCC3	1.6	0.2	9	2	1.4	-10	1	105	0	-2
CC1CCN(C(=O)CSc2nc3c(cnn3-c3ccccc3)c(=O)[nH]2)CC1	1	-0.1	14	1	-0.9	-14	1	94	0	-4
COc1cc(C(=O)NCCN2CCCC2)cc(OC)c1OC	1.2	0.0	-21	6	0.5	21	1	97	-8	-5
O=C1C(=O)N(O)C2CCCCC2N1O (centres undefined)	0.95	-0.4	1	16	0.5	-1	1.1	103	1	-6
COc1cccc(C2CC(c3c(F)cccc3Cl)n3nc(N)nc3N2)c1 (centres undefined)	1.3	0.3	-9	2	0.9	9	1.1	98	3	-9
COc1cc2c(cc1OC)C1(CCCC1)CNC2c1ccc([N+](=O)[O-])cc1 (centres undefined)	1.1	-0.4	-24	0	-1.9	24	1.1	94	-3	-5
Cc1ccc(S(=O)(=O)Cn2nnnc2C(C(C)C)N2CCN(c3nc4ccccc4s3)CC2)cc1 (centres undefined)	1.1	-0.3	-8	8	2.3	8	1	93	-5	-4
COc1ccccc1NS(=O)(=O)c1ccc(NN=C2CCCCC2)c([N+](=O)[O-])c1	1	-0.5	-8	4	0.0	8	1	95	-2	-3
O=C(Nc1ccon1)c1ccc(Cl)s1	1.2	-0.3	4	27	2.7	-4	1	102	1	-3
Cc1cc(NC(=O)CSc2nnc(Cc3ccccc3)n2C)no1	1.1	-0.5	-4	4	1.1	4	1	101	-12	-4
CCCC(=O)Nc1ccccc1Sc1ncnc2scc(-c3ccccc3)c12	1.4	-0.3	16	3	0.0	-16	1	101	-4	-5
CC1=CC=CN2C1=NC(=O)CC2(C)C(=O)N(CC(=O)NC1CCCC1)c1cc(C)cc(C)c1 (centres undefined)	1.1	-0.2	-3	2	-1.0	3	1	109	-3	-3
Cc1ccc(-n2c(O)c(C=NC3CCS(=O)(=O)C3)c3ccccc3c2=O)cc1 (centres undefined)	1	0.0	2	9	1.8	-2	1.1	95	-10	-8
O=C(c1cnn2c(C(F)(F)F)cc(-c3ccccc3)nc12)N1CCOCC1	0.84	-0.5	-10	1	-0.6	10	1	104	-4	-5
CCn1c(C)c(C(C)=O)cc(C#N)c1=O	1.3	-0.4	-6	16	-0.9	6	1	99	-6	-2

Complete entries, looked up by structure. Values in the order: NF-kB neuron act | Hsp70 act | APP 5'UTR act | G6PDH counter | DTT redox prof | APP 5UTR inh | FLuc act counter | STAT1 act | Efa HMGR inh | FLuc inhib CS
COc1ccccc1NS(=O)(=O)c1ccc(NN=C2CCCCC2)c([N+](=O)[O-])c1 reads 1 | -0.5 | -8 | 4 | 0.0 | 8 | 1 | 95 | -2 | -3
Cc1ccc(S(=O)(=O)Cn2nnnc2C(C(C)C)N2CCN(c3nc4ccccc4s3)CC2)cc1 (centres undefined) reads 1.1 | -0.3 | -8 | 8 | 2.3 | 8 | 1 | 93 | -5 | -4

A different layout for some results above.
Structure,NF-kB neuron act,Hsp70 act,APP 5'UTR act,G6PDH counter,DTT redox prof,APP 5UTR inh,FLuc act counter,STAT1 act,Efa HMGR inh,FLuc inhib CS
O=C1C2ON(c3ccccc3)C(c3ccncc3)C2C(=O)N1c1ccccc1 (centres undefined),1.4,1.7,5,6,0.1,-5,1,108,-8,-2
O=C(O)c1cc(Cl)c(Cl)cc1C(=O)Nc1cccc2cccnc12,1.2,-0.1,-12,-6,0.0,12,1.1,108,-4,-6
Nc1c(C(=O)Nc2ccccc2)sc2nc3c(c(-c4ccco4)c12)CCC3,1.6,0.2,9,2,1.4,-10,1,105,0,-2
CC1CCN(C(=O)CSc2nc3c(cnn3-c3ccccc3)c(=O)[nH]2)CC1,1,-0.1,14,1,-0.9,-14,1,94,0,-4
COc1cc(C(=O)NCCN2CCCC2)cc(OC)c1OC,1.2,0.0,-21,6,0.5,21,1,97,-8,-5

Carrying on:
SMILES	NF-kB neuron act	Hsp70 act	APP 5'UTR act	G6PDH counter	DTT redox prof	APP 5UTR inh	FLuc act counter	STAT1 act	Efa HMGR inh	FLuc inhib CS
Cc1cccc(NC(=O)c2ccc(Cl)c(NC(=O)c3ccncc3)c2)c1C	0.99	-0.4	10	5	-0.7	-10	1	106	1	0
COc1ccc(C(=O)NCC(=O)OCC(=O)c2ccc3c(c2)NC(=O)CO3)cc1OC	1.1	0.1	-21	-5	-0.5	21	1	101	-2	-1
CCCSc1nnc(CSc2nc3ccccc3s2)n1-c1ccccc1	0.71	-0.1	11	-2	-3.0	-11	1	103	0	-1
CC(C)OC(=O)c1cn(-c2ccccc2)nc1-c1ccco1	0.96	-0.1	1	-13	-0.4	-1	1	99	-4	-3
COC(=O)c1sccc1Oc1ccc(F)cc1[N+](=O)[O-]	1.2	-0.2	6	3	0.3	-6	1	94	-3	-4
Cc1onc(C(N)=O)c1C(=O)Nc1ncc(C(F)(F)F)cc1Cl	1.2	0.4	36	9	-0.8	-36	1	96	-1	2
C=CCn1c2ccccc2n2nc(C)c(=O)nc12	1.1	0.0	-4	10	-0.1	4	1.1	95	-6	-8
O=C(O)C1=C(C(=O)Nc2cccc(C(F)(F)F)c2)CCCC1	1.1	-0.1	-11	3	-1.7	11	1	96	-5	0
COc1ccc(CN2CCN(C(=O)CC(C)C)CC2)c2ccccc12	1	-0.1	-3	4	1.9	3	1	99	3	-1
CC1CN(S(=O)(=O)c2cccc(C(=O)OCC(=O)c3cccs3)c2)CC(C)O1 (centres undefined)	1.1	0.2	26	6	0.2	-26	1	101	-2	-4
O=C(CN1CCCc2ccccc21)N/N=C/c1ccccc1O	0.86	-0.3	-26	-2	-0.7	26	1	99	-9	-4
COc1ccc(OC)c(N=c2ssnc2Cl)c1	0.95	-0.3	-8	9	-3.4	8	1	104	-6	1
CC1=C(C#N)C(c2cccnc2)C2=C(CC(c3ccc(Cl)cc3)CC2=O)N1 (centres undefined)	1.4	0.1	1	6	0.9	-1	1	99	3	2
O=C(Nc1ccccc1)Nc1ccc(F)cc1F	1.7	-0.2	22	3	-0.3	-22	0.9	106	-1	11
Cc1[nH]cnc1CSCc1ccc(Cl)cc1	1.5	-0.3	2	18	0.2	-2	1	108	-2	-3
CCCCn1nc2cc(C(=O)NCc3ccccc3OC)ccc2c1OCC	0.72	0.2	4	-20	-3.3	-4	1.1	95	1	-8
CCOC(=O)C(CC)n1cnc2c(cnn2-c2ccc(Cl)cc2)c1=O (centres undefined)	0.95	-0.3	3	2	-0.6	-3	1	99	3	-3
CCc1cccc(OCCn2nc(C(=O)O)c3ccccc3c2=O)c1	1.1	-0.3	6	8	-0.8	-6	1	98	-5	-2
COc1ccc(Cc2noc(CN3CCN(Cc4cccc(Cl)c4)CC3)n2)cc1OC	0.8	-0.1	16	17	-0.9	-16	1	94	-2	3
CCOc1ccc(C2C(C#N)=C(N)N(c3sc4c(c3C#N)CCCC4)C3=C2C(=O)CCC3)cc1 (centres undefined)	0.79	-0.3	12	10	-7.1	-12	1.1	99	-5	-13
COc1ccc(-n2c(SCC(=O)c3c(N)n(C)c(=O)n(C)c3=O)nc3ccccc32)cc1	1	-0.1	-3	7	2.4	3	1	99	1	-3
NC1=NC(=O)/C(=C/c2cn(CCC(=O)O)nc2-c2ccc(F)cc2)S1	1.1	-0.5	-1	2	0.2	2	1.1	95	2	-9
CC(=O)c1cc2c(cc1NC(=O)CN1CCOCC1)OCO2	1.1	-0.7	2	1	-0.1	-2	1	97	2	-2
CC1CCCN(S(=O)(=O)c2ccc(C(=O)Nc3nnc(-c4ccccc4Cl)o3)cc2)C1 (centres undefined)	0.98	0.3	17	-12	0.5	-16	1.1	86	-2	-7
Cc1cc(=O)n2nc(N3CCCC(C(=O)NCc4ccco4)C3)sc2n1 (centres undefined)	1	-0.1	3	-2	-1.9	-3	1.1	94	0	-8
SMILES	NF-kB neuron act	Hsp70 act	APP 5'UTR act	G6PDH counter	DTT redox prof	APP 5UTR inh	FLuc act counter	STAT1 act	Efa HMGR inh	FLuc inhib CS
O=C1CC[C@@H](C(=O)N2CSC[C@H]2C(=O)O)N1	/	0.1	/	3	/	/	1	/	5	-5
C/[N+]([O-])=C\C1C(=O)CCCC1=O	1	-0.1	-5	2	0.1	6	1	95	2	-4
N#Cc1cc(O)c(-n2nnc3ccccc32)cc1C#N	0.96	-0.2	-18	14	-0.8	18	1	99	0	3
CCCCS(=O)CC(COCc1ccccc1)OC(=O)CSc1nc(C)cc(C)n1 (centres undefined)	1.2	-0.2	5	9	-0.4	-5	1.1	107	-5	-12
CC(Oc1cccc(Cl)c1)C(=O)Nc1cc(=O)n(C)c(=O)n1C (centres undefined)	0.91	-0.3	7	5	1.9	-6	1.1	100	-5	-10
CCC1SC(CC)C(=O)N(CC(=O)Nc2ccc3c(c2)OCO3)C1=O (centres undefined)	1.3	-0.4	21	-1	0.0	-21	1	110	-2	-3
CC(C)(C)C(=O)NC(=S)Nc1cc(C(F)(F)F)ccc1N1CCOCC1	0.82	-0.4	22	-4	0.0	-22	1.1	84	-1	-6
CCC(=O)Nc1ccc(NC(=O)c2ccc3c(c2)OCO3)cc1	1.1	-0.1	/	1	0.5	/	0.9	99	-2	6

Sorted by count of non-hydrogen atoms (low to high): part of the list above.
SMILES	NF-kB neuron act	Hsp70 act	APP 5'UTR act	G6PDH counter	DTT redox prof	APP 5UTR inh	FLuc act counter	STAT1 act	Efa HMGR inh	FLuc inhib CS
N#Cc1cc(O)c(-n2nnc3ccccc32)cc1C#N	0.96	-0.2	-18	14	-0.8	18	1	99	0	3
CCC(=O)Nc1ccc(NC(=O)c2ccc3c(c2)OCO3)cc1	1.1	-0.1	/	1	0.5	/	0.9	99	-2	6
CC(C)(C)C(=O)NC(=S)Nc1cc(C(F)(F)F)ccc1N1CCOCC1	0.82	-0.4	22	-4	0.0	-22	1.1	84	-1	-6
